# Bim-Bfl-1 = human Bim-Bfl-1 interaction inhibition. Q16548. inhibition, % at 10 µM. Bead-based flow cytometry, Bim-Bfl-1 binding inhibition. AID 1008. hit rate 0.12% among 190,000;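 note: 0% = wells without compound plus tracer and 100% = blocker peptide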
# Bcl-XL Bim block = inhibitors of Bim-Bcl-XL interaction, human | Bim peptide-Bcl-XL binding, bead flow cytometry, fluorescence | inhibition, % at 10 µM | hit rate 0.04% among 190,000 | AID 1007
# Cdc42 wt = changes GTP binding to wildtype human Cdc42 | P60953 | GST-Cdc42 beads, Bodipy-GTP binding, flow cytometry; actives lie on both sides | percent activity (GTP binding), % at 10 µM | hit rate 0.2% among 190,000 | AID 761;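 active = percent activity GTP binding at least 20 points away from the 100% baseline, either down as inhibitor or up as activator; inconclusive = compound flagged as likely green fluorescent from well-wide comparison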;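 note: median bead fluorescence of bound Bodipy-FL-GTP at 100 nM; 0% = excess unlabeled GTP control and 100% = no compound control; below 100% means less GTP binding so inhibitor and above means activator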
# Target sequence (P60953 whole entry, looked up): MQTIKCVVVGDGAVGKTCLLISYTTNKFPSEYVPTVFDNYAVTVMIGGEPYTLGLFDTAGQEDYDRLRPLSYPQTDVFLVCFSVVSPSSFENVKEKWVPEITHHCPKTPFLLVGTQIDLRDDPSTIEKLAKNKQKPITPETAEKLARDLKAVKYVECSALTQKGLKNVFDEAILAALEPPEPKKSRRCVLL
# Bim-Bcl-B = human Bim-Bcl-B interaction inhibition | Q9HD36 | bead-based flow cytometry, Bim peptide-Bcl-B binding | inhibition, % at 10 µM | hit rate 0.073% among 190,000;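 note: 0% = tracer peptide without compound and 100% = reference inhibitor peptide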
# Target sequence (Q9HD36 whole entry, looked up): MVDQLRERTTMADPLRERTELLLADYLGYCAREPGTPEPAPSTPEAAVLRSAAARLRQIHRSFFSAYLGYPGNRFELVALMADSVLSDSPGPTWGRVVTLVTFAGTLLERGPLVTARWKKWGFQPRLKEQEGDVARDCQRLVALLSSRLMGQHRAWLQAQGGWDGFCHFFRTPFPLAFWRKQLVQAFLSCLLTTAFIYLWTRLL
# Rac1 wt GTP bind = alters GTP binding to wildtype human Rac1 | hit rate 0.27% among 190,000 | GTP binding activity (% of control), % at 10 µM | GST-Rac1 beads, fluorescent GTP binding, flow cytometry; actives lie on both sides; 0 = cold GTP competed, 100 = untreated | P63000 | AID 757;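 active = GTP binding activity at least 20 points away from the 100% control level, either lower or higher; inconclusive = compound flagged as likely green fluorescent, judged across all proteins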
# Bim-Bcl-W = inhibitors of Bim-Bcl-W interaction, human | Q92843 | bead-based flow cytometry, Bim peptide-Bcl-W binding | inhibition, % at 10 µM | hit rate 0.02% among 190,000;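 note: 0% = bound tracer without compound and 100% = peptide blocker; higher means less fluorescent Bim peptide bound to Bcl-W beads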
# Target sequence (Q92843 whole entry, looked up): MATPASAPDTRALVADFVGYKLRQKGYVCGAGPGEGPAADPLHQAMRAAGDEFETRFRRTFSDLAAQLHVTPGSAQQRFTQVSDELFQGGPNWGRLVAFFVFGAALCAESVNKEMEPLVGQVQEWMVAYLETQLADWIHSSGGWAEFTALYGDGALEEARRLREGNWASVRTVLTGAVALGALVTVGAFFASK
# HRas wt GTP = modulators of GTP binding to human HRas wildtype. hit rate 0.14% among 190,000. GTP binding activity, % at 10 µM. GST-Ras wt beads, Bodipy-FL-GTP binding, flow cytometry; actives lie on both sides. AID 759;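 active = GTP binding activity at least 20% away from the 100% baseline, either lowered as inhibitor or raised as activator; inconclusive = flagged as likely green fluorescent, judged across all proteins in the well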;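 note: 0% = unlabeled GTP competition control and 100% = no-compound control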
# Target sequence (P01112 whole entry, looked up): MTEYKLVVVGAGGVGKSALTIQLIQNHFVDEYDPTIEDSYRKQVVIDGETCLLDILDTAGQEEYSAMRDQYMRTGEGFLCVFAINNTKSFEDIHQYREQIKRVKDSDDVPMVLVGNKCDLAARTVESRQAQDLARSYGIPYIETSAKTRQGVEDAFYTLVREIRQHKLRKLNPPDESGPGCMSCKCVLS
# Rab2A wt mod = changes GTP binding to wildtype dog Rab2A, up or down; P61105; GST-Rab2 wt beads, Bodipy-GTP binding, flow cytometry; hit rate 0.19% among 190,000; GTP binding activity, % at 10 µM;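 active = GTP binding activity at least 20 points away from 100%, either lowered or raised; inconclusive = signal likely due to the compound's own green fluorescence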;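 note: 0% = beads with excess unlabeled GTP and 100% = no-compound control corrected for plate trend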
# Rab7 wt modul = dog Rab7 wildtype GTP binding, inhibitors and activators; GST-Rab7 beads, fluorescent GTP binding, flow cytometry; actives lie on both sides; untreated = 100%, excess cold GTP = 0%; GTP binding activity (percent of control), % at 10 µM; hit rate 0.055% among 190,000;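 active = fluorescent GTP binding to Rab7 beads changed by at least 20 points from the 100% baseline, either direction, mostly lower; inconclusive = compound itself probably fluorescent, or too few beads counted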;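 note: median green fluorescence of bound Bodipy-FL-GTP per Rab7 bead population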
# Rac1 act GTP bind = alters GTP binding to activated mutant human Rac1; AID 764; percent activity (GTP binding), % at 10 µM; GST-Rac1 activated beads, fluorescent GTP binding, flow cytometry; actives lie on both sides; 100% means binding = to untreated wells; P63000; hit rate 0.11% among 190,000;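 active = GTP binding at least 20 percentage points away from the 100% baseline, in either direction, so actives lie on both sides; inconclusive = Compound likely fluorescent itself, or too few beads counted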
# Bim-Bcl-2 = inhibitors of Bim-Bcl-2 interaction, human. P10415. Bead-based flow cytometry, Bim peptide-Bcl-2 binding. inhibition, % at 10 µM. hit rate 0.06% among 190,000; in the data active = inhibition above about 40%; inconclusive = no clear call, values can overlap the other calls;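 note: 0% = no compound wells with probe peptide and 100% = reference peptide inhibitor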
# Target sequence (P10415 whole entry, looked up): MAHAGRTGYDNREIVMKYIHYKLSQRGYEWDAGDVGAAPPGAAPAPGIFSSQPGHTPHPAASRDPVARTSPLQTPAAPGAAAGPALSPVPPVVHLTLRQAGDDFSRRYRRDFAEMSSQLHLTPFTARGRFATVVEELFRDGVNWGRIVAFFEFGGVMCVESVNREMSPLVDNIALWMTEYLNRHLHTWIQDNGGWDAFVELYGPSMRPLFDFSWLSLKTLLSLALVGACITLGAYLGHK
# An asterisk follows results filed as active; ? = inconclusive. Cut-off read from the data, not from the text of the source, unless noted: active = inhibition above about 40%.
structure	Bim-Bfl-1	Bcl-XL Bim block	Cdc42 wt	Bim-Bcl-B	Rac1 wt GTP bind	Bim-Bcl-W	HRas wt GTP	Rab2A wt mod	Rab7 wt modul	Rac1 act GTP bind	Bim-Bcl-2
CC(C)C(c1nnnn1C1CCCC1)N(C)C1CCCCC1 (stereo not given)	-17.0	-5.0	98.0	-9.0	104.0	0.0	100.0	97.0	102.0	98.0	-10.0
Nc1nc(CN2CCC(Cc3ccccc3)CC2)nc(Nc2ccccc2)n1	-13.0	1.0	102.0	-9.0	102.0	0.0	100.0	99.0	98.0	99.0	-8.0
O=C(Nc1ncn[nH]1)c1ccc(S(=O)(=O)N2CCOCC2)cc1	-3.0	0.0	94.0	-1.0	91.0	-1.0	88.0	100.0	92.0	92.0	-1.0
Cc1cccc(NC(=O)CC2CCC2)c1	-1.0	-3.0	103.0	-7.0	104.0	0.0	104.0	104.0	106.0	97.0	-5.0
COc1ccc(OC)c(NC(=O)c2cccc(S(=O)(=O)N(Cc3ccccc3)c3ccccc3OC)c2)c1	-11.0	-4.0	99.0	-3.0	101.0	-1.0	100.0	99.0	97.0	97.0	-8.0
CCOC(=O)CNC(=S)N(Cc1ccccc1F)C1CCCCC1	-6.0	-3.0	96.0	-10.0	97.0	-5.0	96.0	95.0	95.0	96.0	-10.0
COc1ccc(NC(=O)N2CCCc3ccccc32)cc1	-15.0	-4.0	100.0	-9.0	106.0	0.0	102.0	102.0	96.0	98.0	-10.0
O=C(CSc1nnc(-c2ccc3c(c2)OCO3)n1-c1ccccc1)c1ccccc1	0.0	-4.0	102.0	-6.0	102.0	-2.0	102.0	99.0	101.0	100.0	0.0
Cc1cccc(C(=O)NCC(=O)N2CC(=O)Nc3ccccc32)c1	-5.0	-2.0	101.0	-1.0	101.0	1.0	100.0	100.0	105.0	96.0	-1.0
C=C(C)CN(CC)C(=O)CC1C(=O)NCCN1Cc1c(F)cccc1Cl (stereo not given)	-2.0	-2.0	100.0	-2.0	101.0	0.0	96.0	95.0	95.0	95.0	0.0
COCCNC(=O)CCc1ccc(S(=O)(=O)Nc2ccc(C)cc2)cc1	-9.0	-4.0	101.0	-9.0	104.0	0.0	102.0	101.0	100.0	98.0	-9.0
COc1ccc(-c2cc(-c3ccc(F)cc3)nc(N3CCN(C)CC3)n2)cc1	-5.0	-4.0	102.0	-4.0	104.0	-1.0	101.0	96.0	97.0	98.0	-4.0
CC(Sc1nc(-c2ccccc2)cc(C(F)(F)F)n1)C(=O)N1CCCCC1 (stereo not given)	-2.0	-3.0	98.0	-1.0	100.0	-3.0	98.0	100.0	100.0	97.0	0.0
Cc1ccc([N+](=O)[O-])cc1N=C(c1cccc(Br)c1)N1CCOCC1	-19.0	-7.0	100.0	-10.0	100.0	-2.0	99.0	102.0	101.0	99.0	-12.0
O=C1CC(N(CCc2ccccc2)C(=S)Nc2ccccc2)C(=O)N1c1ccccc1 (stereo not given)	-16.0	-3.0	98.0	-7.0	104.0	-3.0	99.0	98.0	99.0	99.0	-8.0

# Compounds listed so far with an aryl thioether with sulfur outside any ring:
structure	Bim-Bfl-1	Bcl-XL Bim block	Cdc42 wt	Bim-Bcl-B	Rac1 wt GTP bind	Bim-Bcl-W	HRas wt GTP	Rab2A wt mod	Rab7 wt modul	Rac1 act GTP bind	Bim-Bcl-2
O=C(CSc1nnc(-c2ccc3c(c2)OCO3)n1-c1ccccc1)c1ccccc1	0.0	-4.0	102.0	-6.0	102.0	-2.0	102.0	99.0	101.0	100.0	0.0
CC(Sc1nc(-c2ccccc2)cc(C(F)(F)F)n1)C(=O)N1CCCCC1 (stereo not given)	-2.0	-3.0	98.0	-1.0	100.0	-3.0	98.0	100.0	100.0	97.0	0.0

# (continued)
structure	Bim-Bfl-1	Bcl-XL Bim block	Cdc42 wt	Bim-Bcl-B	Rac1 wt GTP bind	Bim-Bcl-W	HRas wt GTP	Rab2A wt mod	Rab7 wt modul	Rac1 act GTP bind	Bim-Bcl-2
Cc1cccc(Nc2nc(N)nc(CN3CCC(C)CC3)n2)c1C	1.0	0.0	104.0	3.0	106.0	1.0	103.0	102.0	101.0	100.0	1.0
C/C(=N\NC(=O)c1nn(C)cc1Br)c1cccc(NC(=O)c2ccncc2)c1	-16.0	-9.0	99.0	-7.0	103.0	-2.0	100.0	99.0	98.0	100.0	-9.0
CC(Oc1ccc(F)cc1)C(=O)Nc1ccc2ccccc2c1 (stereo not given)	-15.0	12.0	94.0	-9.0	92.0	-1.0	94.0	92.0	93.0	92.0	-12.0
O=C(CCc1ccccc1)Nc1ccccc1C(F)(F)F	-2.0	-3.0	97.0	-1.0	103.0	0.0	104.0	103.0	107.0	97.0	-7.0
CCc1cc2c(=O)n(-c3ccc(C)cc3)cnc2s1	3.0	0.0	105.0	0.0	105.0	-1.0	103.0	101.0	97.0	103.0	0.0
O=C(NC(=S)NCc1ccc(F)cc1)c1ccccc1	-2.0	-9.0	101.0	-8.0	105.0	-7.0	102.0	100.0	101.0	101.0	-6.0
CCCCNC(=O)C1CC(=O)N(C2CCCC2)C1 (stereo not given)	-11.0	0.0	106.0	-4.0	105.0	0.0	102.0	101.0	99.0	102.0	-5.0
Cc1cc(=O)c2ccccc2n1Cc1ccccc1	-4.0	-1.0	94.0	0.0	93.0	0.0	94.0	92.0	98.0	94.0	-2.0
CC(=O)C1=C(C)NC(SCC(N)=O)=C(C#N)C1CC(C)C (stereo not given)	0.0	-5.0	95.0	-27.0	101.0	-4.0	97.0	98.0	97.0	94.0	-6.0
COCc1cc(C)[nH]c(=O)c1C(=O)NC12CC3CC(CC(C3)C1)C2	-8.0	1.0	100.0	-7.0	100.0	0.0	99.0	99.0	96.0	96.0	-3.0
CCN(CC)c1ccc(C(=S)N2CCN(c3ccccc3)CC2)cc1	1.0	-8.0	98.0	-10.0	101.0	-4.0	100.0	100.0	103.0	99.0	1.0
Cc1ccc(N2CC(C(=O)NCc3ccc4c(c3)OCO4)CC2=O)cc1C (stereo not given)	-3.0	-3.0	99.0	0.0	101.0	-1.0	102.0	99.0	99.0	99.0	-1.0
Cc1cc(C)cc(NC(=O)C(OC(=O)c2cccs2)c2ccccc2)c1 (stereo not given)	-4.0	-8.0	107.0	-5.0	106.0	-20.0	101.0	100.0	100.0	99.0	-5.0
CCC(=O)c1ccc(OCC(O)CN2C(=O)NC(C)(C)C2=O)cc1 (stereo not given)	-8.0	0.0	100.0	-4.0	101.0	2.0	99.0	98.0	98.0	101.0	-2.0
CC(=O)c1ccc(N2CCN(C(=S)Nc3ccccc3F)CC2)cc1	0.0	-12.0	101.0	-7.0	102.0	-8.0	99.0	100.0	101.0	99.0	-3.0
C[C@@H]1CN(C(=O)c2nc3ccc(Cl)cn3c2CN2CCc3sccc3C2)C[C@H](C)O1	-6.0	0.0	94.0	-4.0	103.0	-2.0	96.0	91.0	93.0	96.0	0.0
CCOC(=O)c1cnn(-c2ccccc2)c1N	0.0	0.0	99.0	-3.0	102.0	0.0	102.0	102.0	104.0	98.0	1.0
Cc1nc(SCC(=O)NC(C)c2ccccc2)c2oc3ccccc3c2n1 (stereo not given)	-3.0	-3.0	101.0	-2.0	105.0	2.0	99.0	99.0	101.0	98.0	-5.0
Cc1nc(-c2ccc(C(=O)Nc3ccccc3F)cc2)cs1	-1.0	2.0	93.0	0.0	94.0	1.0	93.0	93.0	92.0	92.0	0.0
CCCCCC(=O)N1CC2(CC(c3cccc(NC(=O)c4ccccc4)c3)=NO2)C[C@@H]1C(N)=O (stereo not given in full)	-1.0	-2.0	101.0	1.0	101.0	-1.0	99.0	98.0	98.0	97.0	-2.0
Cc1ccc(NS(=O)(=O)c2ccc(NC(=O)C3CCCO3)cc2)cc1 (stereo not given)	-8.0	0.0	103.0	-3.0	104.0	0.0	102.0	100.0	102.0	96.0	-6.0
Cn1c2c(c(=O)n(C)c1=O)C(NS(=O)(=O)c1ccccc1)(C(F)(F)F)C(=O)N2 (stereo not given)	-14.0	-2.0	99.0	-8.0	102.0	1.0	102.0	102.0	104.0	97.0	-5.0
Cc1cccc([C@@H]2C[C@H]3CN(Cc4cccc(Cl)c4)C(=O)[C@]34CCCN24)n1	-8.0	-5.0	97.0	-6.0	98.0	0.0	99.0	99.0	104.0	95.0	-5.0
Cc1c(Cl)c([N+](=O)[O-])nn1CC(=O)NCc1cccs1	-11.0	-8.0	97.0	-8.0	102.0	-6.0	100.0	101.0	98.0	100.0	-7.0
CN(Cc1ccccc1)Cc1nc2scc(-c3ccccc3)c2c(=O)[nH]1	-11.0	-4.0	97.0	-7.0	98.0	-3.0	98.0	99.0	104.0	96.0	-8.0
CC(=O)c1ccc(OCCCC(=O)Nc2cc(S(=O)(=O)N(C)C)ccc2C)cc1	6.0	-4.0	100.0	0.0	105.0	-3.0	102.0	99.0	100.0	101.0	-1.0
O=S(=O)(c1ccc(Cl)cc1)c1cnc2ccccc2n1	-3.0	0.0	101.0	-1.0	104.0	1.0	102.0	102.0	106.0	109.0	-2.0
CC(=O)Nc1nnc(SCC(=O)NCC2CCCO2)s1 (stereo not given)	-2.0	-5.0	103.0	-14.0	102.0	-2.0	101.0	102.0	105.0	100.0	0.0
COc1ccc(CNC(=O)CSc2n[nH]c(C)c2[N+](=O)[O-])cc1	-13.0	-4.0	101.0	-7.0	103.0	-3.0	101.0	99.0	101.0	103.0	-5.0
O=C(Nc1ccc(S(=O)(=O)N2CCc3ccccc3C2)cc1)c1ccccc1	-11.0	-8.0	97.0	-6.0	98.0	2.0	99.0	96.0	96.0	96.0	-5.0
COc1cc2c(cc1OC)C(C)N(C(=O)c1cc3c(s1)-c1ccccc1OC3)CC2 (stereo not given)	3.0	0.0	95.0	0.0	97.0	2.0	96.0	97.0	93.0	93.0	0.0
CC(C)c1nnc(NC(=O)CSc2nnc(-c3ccco3)o2)s1	-6.0	-8.0	94.0	-2.0	96.0	-5.0	98.0	96.0	98.0	94.0	-3.0
COC(=O)c1c(NC(=O)C2CCCO2)sc2c1CCC2 (stereo not given)	0.0	-5.0	106.0	-1.0	105.0	-5.0	103.0	103.0	98.0	103.0	-2.0
Cc1ccc(NCc2nnc(SCC(=O)N(Cc3ccccc3)C(C)(C)C)o2)c(C)c1	-7.0	-7.0	106.0	-6.0	105.0	-4.0	100.0	101.0	99.0	98.0	-6.0
COc1cccc2cc(C(=O)NCc3ccccn3)c(=O)oc12	-1.0	-1.0	103.0	-3.0	103.0	0.0	100.0	100.0	101.0	99.0	0.0
CCCn1c(CC)nc([N+](=O)[O-])c1Sc1ccc(F)cc1	0.0	-1.0	88.0	0.0	89.0	-1.0	91.0	93.0	95.0	92.0	0.0
Cc1cc(C)cc(NC(=O)C(=O)NCc2ccccn2)c1	0.0	0.0	98.0	2.0	101.0	1.0	100.0	100.0	102.0	99.0	0.0
O=C(NN=C1CCCC1)c1sc2ccccc2c1Cl	-1.0	-2.0	?	-1.0	?	-2.0	?	?	?	?	0.0
